Compound activity: PubChem BioAssay, ICCB-Longwood Screening Facility, Harvard Medical School
PV pol inh = poliovirus RNA polymerase inhibition; P03300; poliovirus polymerase elongation, fluorescence polarization; active compounds read low; % elongation, % (compound at 16.7 µg/mL); 150,000 tested, 0.66% active; AID 588519; in the data active means % elongation below about 90%; further: some results filed as inactive read as strong as hits
Target sequence (P03300 1749-2209 limits assumed): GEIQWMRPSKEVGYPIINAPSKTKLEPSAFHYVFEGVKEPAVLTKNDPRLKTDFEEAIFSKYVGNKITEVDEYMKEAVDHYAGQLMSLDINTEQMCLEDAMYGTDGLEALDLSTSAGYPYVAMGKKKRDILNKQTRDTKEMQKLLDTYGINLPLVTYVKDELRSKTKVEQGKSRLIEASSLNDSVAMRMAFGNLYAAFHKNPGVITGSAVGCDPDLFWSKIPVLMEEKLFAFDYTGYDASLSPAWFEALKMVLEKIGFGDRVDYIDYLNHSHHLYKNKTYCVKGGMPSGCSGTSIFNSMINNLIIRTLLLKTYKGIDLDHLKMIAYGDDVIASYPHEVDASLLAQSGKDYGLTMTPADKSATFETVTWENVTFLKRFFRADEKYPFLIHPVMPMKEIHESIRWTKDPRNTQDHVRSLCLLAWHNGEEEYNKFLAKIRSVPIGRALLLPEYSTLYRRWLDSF
PV pol inh FP z-score = further read-out of PV pol inh, marked with its call; z-score; measured here: FP z-score; hits read low
The depositor's hits bear a star; & = joins results of further samples. Not all compounds are listed (hit frequency here may not be typical).

Compound | PV pol inh | PV pol inh FP z-score
COc1ccc(C2=Nn3cnnc3SC2)cc1OC | 104.0 | 0.2
Cc1oc(-c2ccc(C(=O)NCc3cccc(F)c3)cc2)nc1COc1ccccc1 | 110.0 | 0.4
COc1nc(Nc2ccc(OC(F)(F)F)cc2)nc(NC2CC2)n1 | 102.0 | 0
CC(C)c1ccccc1NN | 79.0* | -2.2*
COc1ccc(CCN2CCCn3c2nc2c3c(=O)n(CC(N)=O)c(=O)n2C)cc1OC | 107.0 | 1.5
CC(=O)N1CCc2c(C)cc(Cl)cc21 | 102.0 | -0.2
O=C(COC(=O)c1ccc2ccccc2n1)Nc1ccccc1-c1ccccc1 | 102.0 | 0.3
O=C(Cc1coc2ccc3ccccc3c12)OCC(=O)c1cc2c3c(c1)CC(=O)N3CCC2 | 107.0 | 0.8
O=C(Nc1ccc(CN2CCS(=O)(=O)CC2)cc1)c1ccco1 | 111.0 | 1
CCOC(=O)c1cc(C)n(Cc2ccc(OCC)c(OC)c2)c1C | 100.0 | -0.1
CC(=O)N=C(N)/N=c1\nc(C)c2ccc(C)cc2n1C(C)=O | 100.0 | -0.1
COc1ccccc1NC(=O)CSC1=Nc2ccccc2C2=NC(CC(=O)NCc3cccs3)C(=O)N12 (stereo unspecified) | 113.0 | 1.3
CCn1c(=O)c2c(nc3n2CCS3)n(C)c1=O | 100.0 | -0.3
COc1ccc(-n2c3c(cc(-c4nc(-c5ccc(Cl)cc5)cs4)c2=O)C(=O)CC(C)(C)C3)cc1 | 107.0 | 0.3
Cc1cc(=O)oc2cc(OCC(=O)OCC(=O)c3ccc4c(c3)NC(=O)CO4)ccc12 | 103.0 | 0.1
CC1(C)Cc2ccccc2C(C)(C(=O)NN)N1 (stereo unspecified) | 99.0 | -0.3
CCOc1ccc(C(=O)Nc2ccc(S(=O)(=O)N3CCOCC3)cc2)cc1OCC | 103.0 | 0.4
COc1ccccc1N1CCN(Cc2nc(-c3cc(OC)c(OC)c(OC)c3)no2)CC1 | 101.0 | -1.5
CCCC1(CCC)NC(=O)N(Cc2cc(=O)oc3c(C)c(C)ccc23)C1=O | 101.0 | -0.2
c1csc(CNC2C3CC4CC(C3)CC2C4)c1 (stereo unspecified) | 102.0 | -0.1
CC(C)CN1CCOC(CNCc2ccc(-c3nc4ccccc4s3)o2)C1 (stereo unspecified) | 109.0 | 0.8
COc1cc2c(cc1OC)C(c1c(-c3ccccc3)noc1C)=NCC2 | 111.0 | 1
COc1ccc(-n2cnc(=O)c(C#N)c2SC)cc1 | 102.0 | 0.1
CC(=O)Oc1ccc(NNc2ccccc2)cc1 | 102.0 | -0.7

Rewritten as labelled records: entries from further up.
> CC1(C)Cc2ccccc2C(C)(C(=O)NN)N1 (stereo unspecified)
  PV pol inh = 99.0
  PV pol inh FP z-score = -0.3

> c1csc(CNC2C3CC4CC(C3)CC2C4)c1 (stereo unspecified)
  PV pol inh = 102.0
  PV pol inh FP z-score = -0.1

> COc1ccccc1N1CCN(Cc2nc(-c3cc(OC)c(OC)c(OC)c3)no2)CC1
  PV pol inh = 101.0
  PV pol inh FP z-score = -1.5

> CCOc1ccc(C(=O)Nc2ccc(S(=O)(=O)N3CCOCC3)cc2)cc1OCC
  PV pol inh = 103.0
  PV pol inh FP z-score = 0.4

The list goes on:
Compound | PV pol inh | PV pol inh FP z-score
CCOc1cc(-c2ccc(OC(=O)c3ccccc3)c(OC)c2)cc(=O)c2c(C)oc(C)c12 | 122.0 | 1.8
Cc1ccc(SCCNS(C)(=O)=O)cc1 | 105.0 | 1
COc1cc(NS(=O)(=O)c2ccc(N)cc2)nc(OC)n1 | 101.0&101.0 | 0.1&0.2
CCN(CC)c1ccc(-c2nc(-c3ccccc3C)no2)cc1[N+](=O)[O-] | 108.0 | 0
CC(C)CC(=O)NC(=S)Nc1ccc2oc(-c3ccccc3)nc2c1 | 98.0 | -0.7
COC(=O)c1sccc1S(=O)(=O)N(CC(=O)NCc1ccc(F)cc1)c1ccccc1 | 99.0 | -1.8
CN(Cc1ccco1)C(=O)c1cc2c(s1)-c1ccc(Cl)cc1S(=O)(=O)C2 | 100.0 | -0.9
O=C(c1ccco1)N(CC1CCCO1)c1nc(-c2ccccc2)cs1 (stereo unspecified) | 103.0 | 0.3
CC1CCCCN1C(=O)CN(c1nccs1)S(=O)(=O)c1ccccc1 (stereo unspecified) | 123.0 | 4
Nc1nc(CCC(=O)OCc2c(F)cccc2Cl)nc(Nc2ccccc2)n1 | 102.0 | -0.2
COc1ccccc1C1C=CCC1 (stereo unspecified) | 101.0 | -0.2
O=C1CCC/C1=C\c1ccccc1 | 99.0 | -0.4
CCN(CC)S(=O)(=O)c1ccc2[nH]c(=O)cc(C(=O)N3CCCSc4ccccc43)c2c1 | 99.0 | -0.1
FC(F)(F)c1ccc(NC2=NCCC2)cc1 | 105.0 | 0.2
CCCn1c(N)c(C(=O)COC(=O)c2cccc(NC(=O)OC(C)(C)C)c2)c(=O)[nH]c1=O | 107.0 | 0.3
Cc1c(C2=CCN(S(=O)(=O)c3ccc(Cl)cc3)CC2)c2ccccc2n1CC(=O)N1CCCC1 | 101.0 | -0.4
COCc1cc(C)nc2sc3c(nnn4c5ccccc5nc34)c12 | 101.0 | -0.6
O=C(Nc1ccccc1)Nc1nncs1 | 104.0 | 0.9
CCCN(C(=O)c1cn(CC(C)C)c(=O)c2cc(OC)c(OC)cc12)c1cccc(C)c1 | 98.0 | -0.9
O=C(Cn1c(=O)n(Cc2ccc3c(c2)OCO3)c(=O)c2oc3ccccc3c21)Nc1ccc(F)cc1 | 112.0 | 1.2
CCCCS(=O)(=O)N1CCN(c2cc(Cl)ccc2C)CC1 | 105.0 | 1.2
CC1NC(=S)N(C2CCCCC2)C1=O (stereo unspecified) | 103.0 | 0.5
COC(=O)c1c(N)n(-c2ccc(F)c(F)c2)c2nc3ccccc3nc12 | 97.0 | -0.8
O=C(NC1CCS(=O)(=O)C1)C(c1ccccc1)c1ccccc1 (stereo unspecified) | 104.0 | 0.8
CCn1cc(C(=O)NCc2ccccc2)c(=O)c2cc(S(=O)(=O)N3CCc4ccccc4C3)ccc21 | 106.0 | 0.2
O=C(CN1C(=O)C2C3C=CC(C3)C2C1=O)Nc1nnc(C(F)(F)F)s1 (stereo unspecified) | 107.0 | 0.4
CCOC(=O)Cn1c(=O)n(C2CCCCC2)c2nc(-c3cccc(C)c3)nc(C(N)=O)c21 | 107.0 | 0.2
CC(OC(=O)C1CC2CCCC(C1)C2=O)C(=O)N1c2ccccc2CC1C (stereo unspecified) | 101.0 | -0.1
Cn1c(-c2ccccc2)c(C(=O)CN2CCN(C(=O)c3ccco3)CC2)c2ccccc21 | 104.0 | 0.4
CCOC(=O)C1C(c2ccc(Br)cc2)C(C(=O)OCC)C(O)(C(F)(F)F)NC1(O)C(F)(F)F (stereo unspecified) | 102.0 | 0.2
CN1/C(=C/C(=S)C(C)(C)C)Sc2ccccc21 | 84.0* | -1.7*
Cc1cnc(NC(=O)CC(C)c2ccccc2)s1 (stereo unspecified) | 107.0 | 0.5
CCOC(=O)c1cnc2nc(NCc3ccc(OCC)cc3)[nH]n2c1=O | 122.0 | 0.5
O=C(c1ccc2c(c1)sc1nc(-c3ccccc3)cn12)N1CCCC1 | 100.0 | -0.3
COc1ccc(Cn2nnnc2C(c2ccccc2F)N(Cc2ccco2)CC2CCCO2)cc1 (stereo unspecified) | 101.0 | -0.3
CCOC(=O)N1CCN(c2c(F)cc3[nH]c(=S)[nH]c3c2Br)CC1 | 101.0 | 0.3

The closing 5 records of the section above are carried over, then new ones follow.
Compound | PV pol inh | PV pol inh FP z-score
Cc1cnc(NC(=O)CC(C)c2ccccc2)s1 (stereo unspecified) | 107.0 | 0.5
CCOC(=O)c1cnc2nc(NCc3ccc(OCC)cc3)[nH]n2c1=O | 122.0 | 0.5
O=C(c1ccc2c(c1)sc1nc(-c3ccccc3)cn12)N1CCCC1 | 100.0 | -0.3
COc1ccc(Cn2nnnc2C(c2ccccc2F)N(Cc2ccco2)CC2CCCO2)cc1 (stereo unspecified) | 101.0 | -0.3
CCOC(=O)N1CCN(c2c(F)cc3[nH]c(=S)[nH]c3c2Br)CC1 | 101.0 | 0.3
O=C(CCCn1c(=O)oc2ccccc21)N1CCCc2ccccc21 | 99.0 | -0.6
CC(C)(C)P(=O)(N1CCOCC1)N1CCOCC1 | 105.0 | 0.3
CCc1nccn1C(=O)CCCC(=O)O | 103.0 | 0.4
Cn1c(SCc2ccccc2)nnc1C1CCCN(C(=O)Cc2ccc3c(c2)OCO3)C1 (stereo unspecified) | 102.0 | -0.1
Cc1ccc(C(=O)c2ccccc2C(=O)OCC(=O)c2ccc(F)cc2)cc1 | 101.0 | -0.2
Cc1cc(Cl)ccc1OCCCC(=O)Nc1ccc(S(=O)(=O)Nc2ncccn2)cc1 | 98.0 | -1.1
CCCn1c(NC(=O)Nc2ccccc2)c2ccccc2nc1=O | 97.0 | -0.1
CCc1ccc2nc(N(Cc3cccnc3)C(=O)Cc3ccccc3)sc2c1 | 105.0 | -0.3
CCc1ccc(NS(=O)(=O)c2ccc3[nH]cc(C(=O)NCCOC)c(=O)c3c2)cc1 | 101.0 | 0.3
COC(=O)Cn1c(=O)sc2ccccc21 | 106.0 | 0.3
O=C1N/C(=C/c2ccsc2)C(=O)N1Cc1ccccc1F | 102.0 | 0
COc1ccc(Cn2c(=O)c3oc4ccccc4c3n(Cc3ccc(Cl)cc3)c2=O)cc1 | 117.0 | 2.1
O=C(CSCCN1C(=O)c2ccccc2C1=O)NCc1ccc(F)cc1 | 104.0 | 0.3
CC1=C(C(=O)Nc2ccc(Cl)cc2)C(c2ccccc2C)n2ncc(C(=O)Nc3ccc(C)cc3)c2N1 (stereo unspecified) | 102.0 | -1.1
COc1ccc(NC(=O)CC2C(=O)NCCN2C(=O)c2ccc(C(C)(C)C)cc2)cc1 (stereo unspecified) | 100.0 | -0.7
COC(=O)c1ccc(Cl)cc1NC(=O)N(Cc1ccc(C)o1)C1CCN(C(C)=O)CC1 | 112.0 | 0.4
C=CCNC(=S)C(=O)Nc1ccccc1 | 81.0* | -2.1*
CCN(CC)C(=O)c1sc(NC(C)=O)c(C(=O)OC)c1C | 102.0 | 0.1
N#Cc1cnc(SCc2ccccc2)nc1N | 104.0 | 0.8
N#Cc1ccc(OCC(O)CNCCC2=CCCCC2)cc1 (stereo unspecified) | 99.0 | -0.6
CCN(CC)CCCNc1sc(S(=O)(=O)c2ccccc2)nc1S(=O)(=O)c1ccc(Cl)cc1 | 109.0 | 0.5
O=C(COC(=O)c1ccco1)Nc1ccccc1 | 101.0 | -0.1
Cc1ccc(-n2c3nc4ccccc4nc3c3c(=N)oc(C)nc32)cc1 | 104.0 | 0.3
CN(C(=O)/C=C/c1ccco1)c1ccccc1C(=O)O | 99.0 | -0.5
CCN(C(=O)Cn1c(=O)n2nc(CCn3nc(C)cc3C)nc2c2ccccc21)c1cccc(C)c1 | 101.0 | 0
Nc1c(NCCN2CCCC2)c2ccccc2oc1=O | 100.0 | -0.3
CC1CCCN(CCCNC(=O)c2ccc3c(c2)N(Cc2ccc(Cl)cc2)C(=O)c2ccccc2S3(=O)=O)C1 (stereo unspecified) | 108.0 | 0.3
COC(CNC(=O)c1csc2c1CCCC2)OC | 104.0 | 1
CN(C)C(CC(=O)Nc1ccc(Cl)c(Cl)c1)C(=O)O (stereo unspecified) | 99.0 | -0.6
CC(C)=CCC/C(C)=N\n1cnnc1 | 101.0 | 0
O=C(c1cccs1)c1cn(Cc2ccccc2Cl)c2ccccc12 | 101.0 | 0.1
Cn1c(-c2ccccc2)cnc1NCc1ccccc1 | 100.0 | -0.3
CCOC(=O)c1oc2ccccc2c1N=Cc1c(O)n(CCOC)c(=S)[nH]c1=O | 109.0 | 0.6
CC(C)N(C(=S)Nc1cccnc1)c1ccccc1 | 106.0 | 0
COc1ccc(Br)cc1CNC(=O)CN1C(=O)CCCc2ccccc21 | 100.0 | -1.2
Cc1ccc(C)c(CN2C(=O)c3ccccc3S(=O)(=O)c3ccc(C(=O)Nc4cc(F)ccc4F)cc32)c1 | 102.0 | -0.6
C=CC[n+]1ccccc1/C=N/O | 103.0 | 0.3
COc1ccc(-c2noc(N3CCCC(C(=O)NCCc4ccc(OC)c(OC)c4)C3)n2)cc1 (stereo unspecified) | 101.0 | -0.2
Cc1cccc(N2CCN(C3=C(c4ccccc4)C(=O)c4ccccc43)CC2)c1C | 105.0 | 0.1
O=C(CC1COc2ccccc2O1)NCCc1ccccc1 (stereo unspecified) | 101.0 | 0.1
CN1/C(=C\C(=O)CSc2nc3ccccc3o2)C(C)(C)c2ccccc21 | 103.0 | 0.1
COc1ccc(CCNC(=O)C2CCCN2S(=O)(=O)c2cccc3nsnc23)cc1OC (stereo unspecified) | 100.0 | -0.2
COc1ccccc1NC(=O)C1=C(C)NC(=O)NC1c1ccco1 (stereo unspecified) | 127.0 | 2.3
Cc1cccc(N2C(=O)CSC23C(=O)N(CN2CCOCC2)c2ccccc23)c1 (stereo unspecified) | 103.0 | 0.3
O=C(CN1C(=O)c2ccccc2C1=O)c1ccc(F)cc1 | 106.0 | 0.2
Cc1nc2scc(C)n2c(=O)c1S(=O)(=O)NC1CCCCC1 | 101.0 | 0
CC(C)c1ccccc1N=Cc1ccc[nH]1 | 102.0 | 0.3
Cc1cc2c(=O)[nH]nc(N)c2c(=O)[nH]1 | 104.0 | 0.7
CCn1c(C(=O)N2CCC(C(=O)N3CCN(c4ccccc4)CC3)CC2)cc2sccc21 | 99.0 | -1.1
COc1ccc(/C=C/C(=O)Nc2ccc(N3CCOCC3)cc2)cc1OC | 101.0 | -0.2
